# Screens (PubChem)
# miR122 inh = inhibitors of miR-122 in Huh7 cells; hit rate 0.3% among 340,000; Huh7 miR-122 Renilla luciferase sensor, 48 h; neutral wells = 0, positive control = 100; activation (reporter increase), % at 12.5 µM;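 active = mean replicate activation score at least 90 and every replicate individually at or above 90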;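 note: higher luciferase means less miR-122 activity so hits act as miR-122 inhibitors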
# Cneo AK release = causes C. neoformans cell lysis | adenylate kinase release luminescence, 4 h; normalised: neutral wells 0, clomiphene wells 100 | lysis activity, % at 15 µM | hit rate 0.2% among 360,000 | AID 651654;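 active = mean lysis activity across replicates of at least 80%, whatever share of replicates individually reach that level; inactive = mean lysis activity below 80%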
#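 Assay system: Cryptococcus neoformans yeast cells / Dosing: single-point compound dose / Timing: 4 h at 37 °C static, read 1 h later / Measured by: luminescence of released adenylate kinase using an AK detection reagent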
# PGC1a acetyl inh = PGC1a acetylation modulation, inhibitor mode; AID 651687; hit rate 0.17% among 350,000; inhibition, % at 15.6 µM; U2OS PGC1a acetylation, AlphaScreen anti-acetyl-lysine; with virally co-expressed GCN5 acetyltransferase;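 active = every replicate shows inhibition of at least 40%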;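 note: 0% = neutral control wells and 100% = positive control wells; some results beyond the cut were filed as inactive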
# * marks the source's active call; other numbers are inactive results. These rows are one share of the data; rates above refer to the full screens.
SMILES,Cneo AK release,miR122 inh,PGC1a acetyl inh
CCCCOC(=O)CSc1nc2c(c(=O)[nH]c(=O)n2C)n1C/C=C(\C)Cl,4,0,1
O=C(c1cccn2c(=O)c3cc(Cl)ccc3nc12)N1CCOCC1,-4,5,3
Cc1cc(=O)oc(C)c1C(=O)N1CCN(c2ccc(F)cc2)CC1,1,-7,-8
O=C1c2ccccc2C(=O)N1OCc1cccc(Cl)c1,-2,1,0
Cc1ccc(C(C(=O)NCc2ccco2)N(CC2CCCO2)C(=O)Cn2nnc3ccccc32)cc1 (stereo not drawn),0,13,25
Cc1ccc(-n2nc3c(N4CCC(C(=O)NCCc5ccccc5C)CC4)nnc(C)c3c2C)cc1,3,-5,-9
CCOc1ccccc1-n1c(SCC(N)=O)nnc1-c1cccnc1,55,-2,-6
CCOC(=O)c1sc(NC(=O)c2ccc(S(=O)(=O)N(C)C)cc2)nc1C,-3,5,15
CCCCNC(=O)OC1CCS(=O)(=O)C1 (stereo not drawn),2,-2,-2
CCOC(=O)c1cccc(-n2c(C)nc3ccccc3c2=O)c1,-2,-5,-1
COc1ccc(-n2c(COc3ccc(C)cc3)nnc2SCC(N)=O)cc1,-2,3,-3
CCN1CCCC1CNS(=O)(=O)c1ccc(C(=O)Nc2ccccc2)cc1 (stereo not drawn),0,3,-20
CC(C)(CO)NC(=O)CCCOc1ccc(Cl)cc1Cl,0,7,3
Cn1c2ccccc2c2cc(/C=N/NC(=O)c3ccc(O)cc3O)ccc21,-1,-3,4
O=C(COc1ccccc1)NCCSCc1ccco1,3,-1,24
Cc1ccccc1Oc1ncccc1C(=O)/C(C#N)=C/N(C)C,3,-2,-6
O=C(CC1(O)C(=O)Nc2cc(Cl)cc(Cl)c21)c1ccccc1O (stereo not drawn),-2,30,9
CCn1c(NC(=O)Nc2ccccc2OC)nc2ccccc21,-6,1,2
O=C1CC(SCCc2nc3ccccc3[nH]2)C(=O)N1c1ccc(F)c(Cl)c1 (stereo not drawn),-1,-3,2
COc1ccc(C(CNC(=O)COc2ccccc2C#N)N2CCOCC2)cc1 (stereo not drawn),-3,4,10
COc1cc(NS(=O)(=O)c2ccc(N/C=C(\C=O)c3nc4cc(Cl)ccc4o3)cc2)nc(OC)n1,-2,3,6
COC(=O)CSc1nnc([C@H](Cc2ccccc2)NC(=O)OC(C)(C)C)o1,3,1,-1
CC(C)(C)n1ncc2c(=O)n(Cc3ccc(Cl)cc3Cl)cnc21,-3,0,-4
c1ccc(CCc2nc(-c3ccncc3)no2)cc1,4,-2,1
Cc1occc1C(=O)Nc1ccccc1C(=O)O,3,3,10
Cc1nn2c(C(F)(F)F)cc(-c3ccc(Cl)cc3)nc2c1C(=O)N1CCOCC1,-3,-5,-1
CCCCOC(=O)c1ccc(NC(=O)c2cnc3n(c2=O)CCS3)cc1,0,-2,9
COc1ccc(-c2nnc(SCc3cc(C)cc(C)c3)o2)cc1,-2,2,-9
CC(C)(C)n1ncc2c(=O)n(CC(=O)c3ccccc3)cnc21,6,4,12
COc1cc(C(=O)N2CCC(n3cnc4cc(F)ccc43)CC2)cc(OC)c1OC,1,0,-2
Cc1ccc(-c2nn3c(C)nnc3s2)cc1N,-1,-5,7
Cc1cc(C)n(-c2nc(-c3ccc(Cl)cc3)cs2)n1,2,-4,4
COc1ccc(-c2nnc(Nc3nc4c(OC)cccc4s3)o2)cc1,0,17,3
COc1ccc(Oc2nnc(-c3ccccc3)cc2C#N)cc1,26,-4,-9
O=C(O)CCCNC1=NCCC1,6,0,-2
CCCCCCN=C(C)C1=C(O)C(C(=O)OC)C(C)(C)CC1=O (stereo not drawn),0,-10,-5
O=C(c1cccc2c1C(=O)N(Cc1cccnc1)C2)N1CCN(c2ccccc2)CC1,0,-5,1
Cc1ccccc1Cn1ccc(NC(=O)c2cnn3c2NC(c2ccccc2)CC3C(F)(F)F)n1 (stereo not drawn),-1,2,3
O=C(CSc1nnc(-c2c[nH]c3ccccc23)o1)N(Cc1ccccc1)c1ccc(F)cc1,0,-4,-21
Cc1ccc(C(=O)CC2(O)C(=O)N(Cc3ccccc3Cl)c3ccccc32)o1 (stereo not drawn),-3,13,3
CCC1CCCCN1Cc1ccc(OC)c(C)c1C (stereo not drawn),1,-6,-3
Nc1c(-c2ccc(Cl)cc2)cnn1-c1cccc(C(F)(F)F)c1,-1,1,-8
O=C(Oc1ccc(-c2nccc(-c3ccccn3)n2)cc1)c1cccc(C(F)(F)F)c1,0,1,-5
Cc1csc(NC(=O)c2ccc(S(=O)(=O)N(C)c3ccccc3)cc2)n1,-3,2,-19
CCc1c(C)nc2ncnn2c1N1CCC(C(=O)NCc2cccc(OC)c2)CC1,12,-5,6
COc1ccc(C(=O)Nc2ccc(N3CCCC3)cc2)cc1,-3,1,-12
C=CCn1c(=O)c2c3c(sc2n2c(Nc4ccccc4)nnc12)CCCC3,0,3,-18
CC(=O)Nc1ccc(NC(=O)c2c(C)nc3ccccn23)cc1,5,6,-6
COc1cc(C(=O)O)cc(Br)c1OC1CCCC1,-3,2,13
CCOC(=O)C1[C@H]2C(=O)N(CCCOC)C[C@]23C=C[C@H]1O3 (stereo partly drawn),-3,-1,3
COc1ccc(C2=NOC(C(=O)Nc3cc(Br)ccc3O)C2)cc1OC (stereo not drawn),-1,1,5
O=C(Nc1c2c(nn1-c1ccc(Cl)cc1)CS(=O)(=O)C2)c1ccc2c(c1)OCO2,1,-1,1
CC(=O)Nc1ccc(S(=O)(=O)N2CCC(NC(C)=O)(c3cccc(F)c3)CC2)cc1,1,1,-7
O=c1/c(=C\c2ccc(O)cc2)sc2n1C(c1ccccc1)C(c1ccccc1)=NN=2 (stereo not drawn),-1,-6,2
CC1CCN(C(=O)c2ccc3c(c2NCCO)C(=O)c2ccccc2C3=O)CC1,2,-4,-19
O=C(COC(=O)c1cccc(S(=O)(=O)N2CCc3ccccc3C2)c1)NCc1ccco1,-2,-2,-29
COC(=O)Nc1c(C(=O)OC)cc(OC)c(OC)c1OC,0,-3,1
O=C(c1cc(-c2ccncc2)nc2ccc(Br)cc12)N1CCN(c2ccccn2)CC1,3,-10,0
O=C(Cc1cscn1)c1ccc(O)cc1O,0,2,7
CCSc1nc2c(c(=O)n1CC)SC(C)C2 (stereo not drawn),0,-2,-4

# Next records follow:
SMILES,Cneo AK release,miR122 inh,PGC1a acetyl inh
O=C(c1ccc(-c2cccc(C(F)(F)F)c2)o1)N1CCOCC1,-1,2,-7
CN(C)C(/C=C/Nc1ccc(C#N)cc1)=C(C#N)C#N,-3,1,-6
NC(=O)c1ccc(C2SCC(=O)N2Cc2ccccc2)cc1 (stereo not drawn),1,-4,3
CCN1CCN(c2oc(-c3ccc(OC)cc3)nc2C#N)CC1,-5,1,6
CCS(=O)(=O)c1ccc(C(=O)Nc2cccc(Cl)c2)c(Cl)c1Cl,-9,-9,10
COc1ccc(CNC(=O)C(c2ccc(C)o2)N(C(=O)c2csnn2)c2ccc(C(C)C)cc2)cc1 (stereo not drawn),0,4,7
COC(=O)C(NC(=O)c1ccccc1)=C1C=C(C)OC(C)=C1,4,7,-3
Cc1cc(C)cc(OCCCOc2cccc3cccnc23)c1,7,2,-7
CCOc1ccc(NC(=O)c2ccccc2NC(=O)CN(C)CC(=O)Nc2ccc(C)cc2)cc1,-1,0,-1
CCCNC(=O)N1CCN(S(=O)(=O)c2ccc(C)cc2)CC1,0,-5,-13
COc1ccc(C(=O)Nc2cc(OC)cc(OC)c2)cc1,-5,7,-2
Cc1ccc(C(=O)NC(=S)Nc2ccccc2C(F)(F)F)c(C)c1,0,6,2
Cc1cccc(-n2c(C)nc3c(cnn3-c3ccc(F)cc3)c2=O)c1,7,11,-2
CS(=O)(=O)N1CCC(C(=O)Nc2cccc(C(F)(F)F)c2)CC1,-1,2,7
CN(C)CCNC(=O)NC1CCCCC1,2,-2,-2
COC(=O)c1ccccc1N/C=C1\CCc2c(c(C)nn2-c2ccccn2)C1=O,-2,-5,-4
Cc1cccc(C)c1OCC(=O)N(Cc1ccco1)C1CCS(=O)(=O)C1 (stereo not drawn),7,-6,-8
COc1ccccc1CNC(=O)c1cc2c(C)nn(Cc3ccc(F)cc3)c2s1,-1,-2,-2
CC(=O)c1nn(-c2cccc(Cl)c2)cc1C(=O)c1ccco1,0,3,5
COCCCNC(=O)CCn1c(=O)c2ccccc2n(CC(=O)Nc2ccc(C)cc2C)c1=O,-1,-6,10

# In the list so far, three have an NH in an aromatic ring:
SMILES,Cneo AK release,miR122 inh,PGC1a acetyl inh
CCCCOC(=O)CSc1nc2c(c(=O)[nH]c(=O)n2C)n1C/C=C(\C)Cl,4,0,1
O=C1CC(SCCc2nc3ccccc3[nH]2)C(=O)N1c1ccc(F)c(Cl)c1 (stereo not drawn),-1,-3,2
O=C(CSc1nnc(-c2c[nH]c3ccccc23)o1)N(Cc1ccccc1)c1ccc(F)cc1,0,-4,-21

# Individual results from above:
# Entry of `Cc1ccc(C(=O)NC(=S)Nc2ccccc2C(F)(F)F)c(C)c1` under PGC1a acetyl inh: 2
# Entry of `COCCCNC(=O)CCn1c(=O)c2ccccc2n(CC(=O)Nc2ccc(C)cc2C)c1=O` under Cneo AK release: -1
# Entry of `NC(=O)c1ccc(C2SCC(=O)N2Cc2ccccc2)cc1` (stereo not drawn) under PGC1a acetyl inh: 3
# Entry of `COc1ccc(CNC(=O)C(c2ccc(C)o2)N(C(=O)c2csnn2)c2ccc(C(C)C)cc2)cc1` (stereo not drawn) under miR122 inh: 4

# Following part
SMILES,Cneo AK release,miR122 inh,PGC1a acetyl inh
Cn1ccnc1C(O)(c1nnc(-c2ccccc2)o1)C(F)(F)F (stereo not drawn),1,-3,4
CC1CCCCN1CCCn1c(=S)[nH]c2ccccc2c1=O (stereo not drawn),1,-1,-15
O=C(CSc1cccc(C(F)(F)F)c1)N1CCN(S(=O)(=O)c2ccccc2)CC1,1,3,-9
CCN(CCCNC(=O)C1CCN(S(=O)(=O)c2c(C)[nH]c(=O)[nH]c2=O)CC1)c1cccc(C)c1,8,-10,-5
COc1ccc(-c2cc(=O)c3cc(OC)ccc3[nH]2)cc1,-3,-5,5
CC(C)OCCCN1CN(S(=O)(=O)c2ccccc2)c2nc3ccccc3nc21,-3,-4,-3
O=C1C=C(c2cccs2)CC(c2cccs2)C1n1cnc([N+](=O)[O-])c1 (stereo not drawn),3,-3,6
CCCC(c1nnnn1Cc1ccc(OC)cc1)N1CCN(c2ccccc2)CC1 (stereo not drawn),-2,-1,-11
COc1ccc(C(=O)N2CCSC2=S)cc1OC,-1,-2,-16
CCOC(=O)c1ccc(NC(=S)NNC(=O)C2(C)CC2(Cl)Cl)cc1 (stereo not drawn),-11,1,-3
Cc1nc(-c2ccccn2)sc1C(=O)Nc1ccc(F)cc1F,-5,-9,10
O=C(Nc1ccccc1)c1ccc(CSc2ncccn2)cc1,-2,-9,-5
CCOC(=O)c1cnc(SC)nc1Oc1cccc(NC(=O)c2cccc(Cl)c2Cl)c1,0,-8,11
Cn1c(=N)c(S(=O)(=O)c2ccccc2)cc2c(=O)n3ccccc3nc21,1,2,-19
COc1ccc(-c2nc(C#N)c(NCCc3ccccc3)o2)cc1OC,-5,5,-12
Cc1[nH]n(-c2ccccc2)c(=O)c1C(C[N+](=O)[O-])c1ccccc1Cl (stereo not drawn),8,0,8
CCc1ccc(-n2c(SCC(=O)Nc3cc(C)[nH]n3)nc3[nH]ncc3c2=O)cc1,1,-2,-16
CCn1c(N2CCC(Cc3ccccc3)CC2)nc2c1c(=O)[nH]c(=O)n2C,0,-5,6
O=C(Nc1nc2ccccc2n1CCN1CCCC1)c1ccc(Cl)cc1,-1,-2,9
COc1cc(Cl)c(S(=O)(=O)NCCCN2CCOCC2)cc1Cl,3,7,-16
Cc1cnc(NC(=O)C2COc3ccccc3O2)s1 (stereo not drawn),-10,1,0
O=C1C2C3C=CC(C3)C2C(=O)N1/N=C/c1cn(Cc2ccccc2)c2ccccc12 (stereo not drawn),0,3,8
CCOC(=O)CNC(=O)Cn1cnc2c(nnn2-c2ccccc2)c1=O,2,-5,22
O=C(Nc1cccc(Cl)c1)C1=Cc2cc(Cl)ccc2OC1,-1,7,-30
CCn1c(SCC(=O)NCCc2ccccc2)nnc1-c1cccs1,-2,3,-6
CCOC(=O)c1cnn(-c2cc(C)nc3c(-c4ccccc4)c(C)nn23)c1N,5,0,9
Cn1c(=NCC(O)COc2ccccc2)sc2ccccc21 (stereo not drawn),0,-2,-16
O/N=C1/CCCCC1c1ccccn1 (stereo not drawn),-4,-1,-9
O=c1oc(-c2cccnc2)nc2ccccc12,-4,-3,6
COC(=O)Cc1c(O)ccn(Cc2ccc(F)cc2)c1=O,0,0,3
Cc1noc(C)c1S(=O)(=O)N1CCCC(C(=O)N2CCC(C)CC2)C1 (stereo not drawn),4,-3,-1
c1ccc(-c2nnc(-c3ccncc3)o2)cc1,1,-4,0
C/C(=N\O)C(=O)NCCCNCCCN(C)C,3,1,-1
COc1ccc2cc(C(=O)N3CCOCC3)sc(=O)c2c1OC,1,6,0

# An excerpt from above with just PGC1a acetyl inh and miR122 inh.
SMILES | PGC1a acetyl inh | miR122 inh
O=C(Nc1cccc(Cl)c1)C1=Cc2cc(Cl)ccc2OC1 | -30 | 7
Cn1c(=NCC(O)COc2ccccc2)sc2ccccc21 (stereo not drawn) | -16 | -2
